AT treatment: qHTS Assay for Identifying a Potential Treatment of Ataxia-Telangiectasia. […] A-T fibroblasts, KAP-1 phosphorylation AlphaLISA; neocarzinostatin DNA damage 30 min before lysis. Potency, µM (titrated, usually from 57.5 µM), inactives show at the highest dose activation, most hits filed as activators. actives 0.19% (n = 320,000). AID 485349, 2010; also: potency is read from the fitted curve at half-maximal effect; % of control where 0% means no effect; nearly all actives have a fitted effect of over 45% in size
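hTERT-immortalized A-T patient fibroblasts ([…]), 500 cells/well in OPTI-MEM, 1% FBS, got compounds for 60 min, then NCS for 30 min at 37C. Lysates were then assayed for phospho-KAP-1 by AlphaLISA (anti-pKAP1 donor, anti-KAP1 acceptor beads), 6 hr at 25C.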
a7 integrin act: qHTS for Activators of Integrin-Mediated Alleviation for Muscular Dystrophy; alpha7betagal myoblasts, beta-gal FDG fluorescence, 48 h; Potency, µM (titrated, usually from 38.3 µM), inactives show top-dose activation, hits mostly activators; actives 0.064% (n = 350,000); AID 624291, 2012;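 also: potency is read from the fitted curve at half-maximal effect; 100% = response of the positive control SU9516; nearly all actives have a fitted effect of over 60% in size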
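alpha7betagal+/- myoblasts (passage 13, 250/well) treated 48 h at 37C with compounds at 1:260 dilution of DMSO stock. Lysed, then beta-galactosidase activity read as FDG fluorescence (ex 480/em 540) after 30 min, with pre-read for autofluorescence.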
FBPA coupling cs: qHTS Assay for Inhibitors of Fructose-1,6-bisphosphate Aldolase from Giardia Lamblia: Coupling assay counterscreen; coupling enzyme system counterscreen, AmpLite Red fluorescence; activity change, negative = inhibition, % at 58.2 µM, hits read low; actives 0.67% (n = 290,000); AID 2472, 2010; in the data active = activity change below about -30%; also: % is scaled to controls: 0 for no effect and ±100 for the full control effect
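Activity here indicates interference with the coupling reaction, not aldolase inhibition. Compounds at 57.5 uM final met coupling enzymes for 10 min at RT; substrate and AmpLite Red detection followed, with a 525/598 nm fluorescence read after 20 min.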
CXXC DNA block: qHTS Fluorescence Polarization Assay for Inhibitors of MLL CXXC domain - DNA interaction; MLL-CXXC / FITC-HOXA9 DNA fluorescence polarization; actives 0.037% (n = 290,000); Potency, µM (highest dose often 115 µM), for the others: top-dose activity change, negative = inhibition, usual class: inhibitors; active = well fitted inhibition curve with a large enough effect in the polarisation, with a control signal flat, not every such curve was filed as active; inconclusive = small, poorly fitted or top-dose-only effect, or effect the other way, or a change in a side signal; inactive = no such curve, though single readings can be large or run the other way; the % refers to the polarisation; also: potency is read from the fitted curve at half-maximal effect
Target sequence (Q03164 whole entry, looked up, the tested form may be a part): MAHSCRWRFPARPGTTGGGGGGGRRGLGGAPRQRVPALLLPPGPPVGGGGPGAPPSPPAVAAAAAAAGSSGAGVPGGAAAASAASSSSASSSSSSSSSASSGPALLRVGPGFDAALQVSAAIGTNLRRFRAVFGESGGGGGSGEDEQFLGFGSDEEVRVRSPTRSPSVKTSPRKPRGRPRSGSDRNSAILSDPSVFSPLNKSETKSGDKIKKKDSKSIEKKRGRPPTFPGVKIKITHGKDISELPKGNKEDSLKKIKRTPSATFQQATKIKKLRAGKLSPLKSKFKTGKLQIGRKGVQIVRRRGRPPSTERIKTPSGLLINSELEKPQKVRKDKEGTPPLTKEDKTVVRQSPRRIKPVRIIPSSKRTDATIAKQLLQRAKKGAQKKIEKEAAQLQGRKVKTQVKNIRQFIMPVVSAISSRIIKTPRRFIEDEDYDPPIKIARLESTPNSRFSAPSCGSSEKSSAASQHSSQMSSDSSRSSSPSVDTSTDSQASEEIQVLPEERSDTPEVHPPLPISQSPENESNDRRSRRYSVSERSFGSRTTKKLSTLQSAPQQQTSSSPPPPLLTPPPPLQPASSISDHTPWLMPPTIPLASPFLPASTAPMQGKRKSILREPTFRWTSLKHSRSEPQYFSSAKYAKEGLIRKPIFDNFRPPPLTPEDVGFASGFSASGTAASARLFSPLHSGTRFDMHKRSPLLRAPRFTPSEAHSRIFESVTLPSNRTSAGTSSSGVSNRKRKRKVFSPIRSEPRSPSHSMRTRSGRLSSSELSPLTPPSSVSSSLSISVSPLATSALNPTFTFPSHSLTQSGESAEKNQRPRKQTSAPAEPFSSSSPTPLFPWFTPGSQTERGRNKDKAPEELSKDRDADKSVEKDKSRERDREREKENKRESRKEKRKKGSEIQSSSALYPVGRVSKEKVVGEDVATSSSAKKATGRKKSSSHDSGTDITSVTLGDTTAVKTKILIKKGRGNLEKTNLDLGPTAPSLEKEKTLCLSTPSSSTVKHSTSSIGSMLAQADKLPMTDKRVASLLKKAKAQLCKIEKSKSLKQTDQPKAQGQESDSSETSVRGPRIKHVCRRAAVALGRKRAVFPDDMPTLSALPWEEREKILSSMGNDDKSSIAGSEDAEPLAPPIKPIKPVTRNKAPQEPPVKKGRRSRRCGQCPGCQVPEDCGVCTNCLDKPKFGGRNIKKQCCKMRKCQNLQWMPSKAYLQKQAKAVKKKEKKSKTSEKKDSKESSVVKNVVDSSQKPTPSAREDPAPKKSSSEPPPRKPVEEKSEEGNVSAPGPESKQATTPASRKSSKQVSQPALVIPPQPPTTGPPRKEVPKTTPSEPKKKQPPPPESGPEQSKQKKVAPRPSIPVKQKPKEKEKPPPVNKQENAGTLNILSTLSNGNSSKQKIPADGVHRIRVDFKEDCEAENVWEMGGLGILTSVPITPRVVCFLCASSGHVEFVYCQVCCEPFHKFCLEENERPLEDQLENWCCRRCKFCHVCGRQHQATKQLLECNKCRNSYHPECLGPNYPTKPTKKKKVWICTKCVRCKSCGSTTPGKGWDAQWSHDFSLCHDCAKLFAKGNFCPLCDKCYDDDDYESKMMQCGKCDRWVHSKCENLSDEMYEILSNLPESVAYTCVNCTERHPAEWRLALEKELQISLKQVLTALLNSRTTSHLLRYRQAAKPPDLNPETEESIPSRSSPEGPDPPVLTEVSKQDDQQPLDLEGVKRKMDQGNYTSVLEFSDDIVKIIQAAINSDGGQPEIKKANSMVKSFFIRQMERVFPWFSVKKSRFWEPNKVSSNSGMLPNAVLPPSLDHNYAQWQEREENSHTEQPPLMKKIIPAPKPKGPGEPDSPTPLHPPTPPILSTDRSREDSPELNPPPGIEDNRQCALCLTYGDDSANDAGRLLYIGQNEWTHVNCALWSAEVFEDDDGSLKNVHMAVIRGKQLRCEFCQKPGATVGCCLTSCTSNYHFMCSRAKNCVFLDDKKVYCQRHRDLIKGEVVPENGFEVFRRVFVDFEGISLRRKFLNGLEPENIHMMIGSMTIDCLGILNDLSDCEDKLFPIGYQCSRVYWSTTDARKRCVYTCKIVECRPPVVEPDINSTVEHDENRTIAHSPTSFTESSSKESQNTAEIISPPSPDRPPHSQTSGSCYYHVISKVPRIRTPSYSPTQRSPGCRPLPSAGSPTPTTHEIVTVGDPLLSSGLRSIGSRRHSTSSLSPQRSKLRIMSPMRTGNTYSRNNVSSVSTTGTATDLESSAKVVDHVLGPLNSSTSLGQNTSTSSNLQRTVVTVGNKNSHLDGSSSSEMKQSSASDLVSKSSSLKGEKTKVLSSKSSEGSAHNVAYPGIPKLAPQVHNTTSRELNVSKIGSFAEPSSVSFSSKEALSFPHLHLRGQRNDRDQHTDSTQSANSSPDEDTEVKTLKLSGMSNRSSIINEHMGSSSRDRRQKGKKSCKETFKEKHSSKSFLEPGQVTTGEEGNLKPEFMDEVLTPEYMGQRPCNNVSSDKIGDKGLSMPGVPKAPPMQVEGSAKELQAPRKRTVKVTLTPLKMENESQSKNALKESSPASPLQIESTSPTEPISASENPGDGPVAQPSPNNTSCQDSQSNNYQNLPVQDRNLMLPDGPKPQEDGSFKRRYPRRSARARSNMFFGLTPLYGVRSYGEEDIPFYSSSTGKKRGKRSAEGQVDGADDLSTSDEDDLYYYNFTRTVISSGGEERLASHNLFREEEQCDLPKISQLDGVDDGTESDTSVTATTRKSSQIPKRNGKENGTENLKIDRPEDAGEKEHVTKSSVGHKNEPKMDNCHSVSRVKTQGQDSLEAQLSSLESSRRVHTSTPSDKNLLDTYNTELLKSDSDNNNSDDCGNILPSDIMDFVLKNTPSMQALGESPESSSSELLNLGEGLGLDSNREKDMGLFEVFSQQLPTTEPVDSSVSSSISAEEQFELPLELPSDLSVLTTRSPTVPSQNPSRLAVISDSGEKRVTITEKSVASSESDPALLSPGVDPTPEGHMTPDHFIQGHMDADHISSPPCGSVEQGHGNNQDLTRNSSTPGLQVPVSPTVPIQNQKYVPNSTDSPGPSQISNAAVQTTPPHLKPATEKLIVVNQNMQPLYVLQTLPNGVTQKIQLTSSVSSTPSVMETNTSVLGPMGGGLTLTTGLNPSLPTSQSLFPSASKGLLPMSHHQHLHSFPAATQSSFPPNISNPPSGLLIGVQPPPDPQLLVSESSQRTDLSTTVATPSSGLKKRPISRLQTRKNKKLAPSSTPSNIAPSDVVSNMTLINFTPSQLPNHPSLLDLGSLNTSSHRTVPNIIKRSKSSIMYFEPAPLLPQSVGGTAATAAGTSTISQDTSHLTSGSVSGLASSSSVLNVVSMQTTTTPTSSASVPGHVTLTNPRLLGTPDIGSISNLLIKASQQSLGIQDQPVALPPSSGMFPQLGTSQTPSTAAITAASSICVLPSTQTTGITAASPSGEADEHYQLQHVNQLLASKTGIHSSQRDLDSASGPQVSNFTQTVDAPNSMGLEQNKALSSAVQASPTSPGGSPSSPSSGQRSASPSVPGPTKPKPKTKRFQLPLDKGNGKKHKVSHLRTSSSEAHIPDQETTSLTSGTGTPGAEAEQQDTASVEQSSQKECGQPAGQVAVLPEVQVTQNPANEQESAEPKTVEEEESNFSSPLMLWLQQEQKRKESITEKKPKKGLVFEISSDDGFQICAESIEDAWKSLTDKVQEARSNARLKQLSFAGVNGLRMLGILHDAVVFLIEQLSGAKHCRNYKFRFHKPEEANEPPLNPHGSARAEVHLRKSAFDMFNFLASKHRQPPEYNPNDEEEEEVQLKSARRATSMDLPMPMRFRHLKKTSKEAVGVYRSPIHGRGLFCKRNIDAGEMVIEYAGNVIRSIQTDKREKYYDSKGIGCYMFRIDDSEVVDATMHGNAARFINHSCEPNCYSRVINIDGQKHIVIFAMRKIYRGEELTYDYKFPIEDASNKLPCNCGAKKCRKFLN
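Purified MLL-CXXC (added from a 7 uM solution) was preincubated 5 min at ambient with pinned compounds in 50 mM Tris-HCl pH 7.5, 50 mM NaCl, 1 mM DTT, 0.05% BSA. Fluorescein-labeled HOX-A9 DNA (50 nM solution) followed, 30 min, then polarization read.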
S-ASM inh: Inhibitors of Secretory Acid Sphingomyelinase (S-ASM): qHTS; Potency, µM (highest dose often 57.5 µM), inactives show at the top dose activity change, negative = inhibition, hits mostly inhibitors; actives 0.006% (n = 340,000); placental ASM, HMU-PC fluorogenic substrate, 60 min; Sphingomyelin phosphodiesterase (Homo sapiens), P17405; also: potency is read from the fitted curve at half-maximal effect
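Human placenta-derived ASM preincubated with compound 10 min at room temperature, then reacted with 9 uM (final) fluorogenic HMU-PC substrate for 60 min at 37 C. Stop solution raises pH to 10; fluorescence read at Ex 386/Em 447 nm.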
MBNL1-CUG inh: qHTS Assay for Inhibitors of MBNL1-poly(CUG) RNA binding | TR-FRET MBNL1-His/biotin-(CUG)12 binding, 665/545 ratio | Potency, µM (highest dose often 57.5 µM), for the others: at the top dose activity change, negative = inhibition, usual class: inhibitors | actives 0.036% (n = 280,000) | AID 2675, 2010; active = well fitted inhibition curve with a large enough effect in the signal ratio, with a control signal flat, not every such curve was filed as active; inconclusive = small, poorly fitted or top-dose-only effect, or effect the other way, or a change in a side signal; inactive = no such curve, though single readings can be large or run the other way; the % refers to the signal ratio; also: potency is read from the fitted curve at half-maximal effect; % is scaled to controls: 0 for no effect and ±100 for the full control effect
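TR-FRET between His-tagged MBNL1 and biotin-(CUG)12 RNA, detected with Tb anti-His antibody (0.055 ng/ul) and streptavidin-XL665 (5 nM), 60 min at room temperature. Compounds titrated 92 nM to 58 uM; 665/545 nm ratio normalized to buffer and complex controls.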
GALK inhibitor: qHTS Assay for Inhibitors of Human Galactokinase (GALK); Purified GALK, Kinase-Glo residual ATP luminescence; Potency, µM (series often up to 57.5 µM), without a hit: at the highest dose activity change, negative = inhibition, most hits filed as inhibitors; actives 0.007% (n = 270,000); P51570; AID 1868, 2009; also: potency is read from the fitted curve at half-maximal effect; % is scaled to controls: 0 for no effect and ±100 for the full control effect
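The enzyme phosphorylates galactose (100 uM) using ATP (35 uM); inhibition is detected as higher residual ATP, quantified by bioluminescence after 1 h reaction at room temperature, pH 8.0.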
KCNH2 3.1 block: qHTS for Inhibitors of KCHN2 3.1: Mutant qHTS. Potassium voltage-gated channel subfamily H member 2, brain isoform KCNH2 3.1 (human). actives 0.95% (n = 340,000). activity change, % (tested at about 1.8 µM). U2OS KCNH2 3.1, thallium flux FluxOr; active compounds read low;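 active = maximum activity change below -70%; inconclusive = maximum activity change from -70% to -50%; inactive = maximum activity change above -50%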;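 also: thallium influx rate constant from kinetic fluorescence after stimulation buffer; % is scaled to controls: 0 for no effect and ±100 for the full control effect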
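U2OS cells transduced with KCNH2 3.1 mutant virus (1.77 x 10^8 /mL, 4 h), plated overnight at 37 C, loaded 45 min with FluxOr dye plus Red40 quencher. Thallium flux rate constant from kinetic reads after stimulation buffer, normalised to controls.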
TRPV1 ag: HTS Assay for Compounds that Act as Agonists of the Vanilloid Receptor 1. Transient receptor potential cation channel subfamily V member 1 (Homo sapiens), Q8NER1. TRPV1-expressing cells, Fluo-8 calcium influx, agonist mode. activation, % at 8.33 µM. actives 0.19% (n = 320,000). AID 540275, 2011; in the data active = activation above about 80%; inconclusive = between about 30% and that limit; also: 0% is about no effect
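Cells expressing TRPV1 were dye-loaded with Fluo-8 and read kinetically: 10 s baseline, 3 min after compound (agonist portion), then 2 min after EC20 capsaicin (allosteric enhancer portion). Calcium-bound dye fluorescence at 480/520 nm.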
hERG WT inh: qHTS for Inhibitors of KCHN2 3.1: Wildtype qHTS; U2OS, BacMam KCNH2, thallium flux FluxOr; active compounds read low; actives 0.37% (n = 340,000); activity change, % at 1.84 µM;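 active = maximum activity change below -70%; inconclusive = maximum activity change between -70% and -50%; inactive = maximum activity change above -50%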; also: % is scaled to controls: 0 for no effect and ±100 for the full control effect
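U2OS cells were transduced with wild-type KCNH2 virus (2.03 x 10^8 / mL) for 4 h at room temperature, then cultured overnight at 37 C. Thallium flux was read with FluxOr dye. Rate constants were normalized to DMSO controls.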
Active calls of the source: *; i = inactive; u = inconclusive; x = no result given; [ ] = dose if it differs, or a comment. Unless noted, calls follow the shape of the dose curve; as a rule, active = well fitted curve in the direction sought with a large enough effect; inconclusive = small, poorly fitted or top-dose-only effect, or another doubt; inactive = no such curve, though single readings can be large; an effect the other way counts as inactive or inconclusive.

Screens in order: TRPV1 ag	KCNH2 3.1 block	GALK inhibitor	a7 integrin act	CXXC DNA block	hERG WT inh	S-ASM inh	FBPA coupling cs	MBNL1-CUG inh	AT treatment
1: O=C(Nc1nnc(CC2=CCCCC2)s1)c1cccs1
  28.4	-18.9	-0.3%	9.7%	0.8%	-2.8	0.3%	8.0	-2.7%	3.4%
2: CCC(C)c1ccc(NC(=O)COC(=O)CCNC(=O)c2ccco2)cc1 (configuration not stated)
  4.4	-35.2	x	-22.5%	x	-10.7	-0.8%	x	x	-2.6%
3: COc1ccc(CN2CC(C(N)=O)Oc3ccccc32)cc1F (configuration not stated)
  3.4	1.0	-1.7%	-9.3%	-1.5%	2.0	-3.9%	0.3	3.5%	-2.1%
4: O=C(CSc1nc(-c2ccccc2)nc2ccc(F)cc12)Nc1cccc(C(=O)O)c1
  4.1	3.8	-1.8%	7.4%	3.5%	-23.3	-1.4%	13.0	5.5%	-7.9%
5: N#Cc1nc(COc2ccccc2Cl)oc1N1CCCC1
  7.2	22.8	13.3%	u	-5.8%	0.0	-0.7%	-1.7	7.1%	4.1%
6: CN(CC(=O)Nc1sccc1C#N)C1CCCCC1
  0.2	-9.8	1.6%	12.8%	-16.1%	-5.9	4.5%	3.8	28.2µM*	x
7: O=C(NCCNC(=O)c1ccco1)c1ccco1
  6.8	9.3	-0.8%	4.7%	-14.7%	4.9	-0.9%	0.2	-3.1%	1.3%
8: CC(C)[C@H](NC(=O)OCc1ccccc1)C(=O)OCc1cc(=O)oc2cc(O)ccc12
  u	-1.4	5.1%	-28.7%	-1.5%	-5.9	181.6%[activator]	-0.6	3.3%	4.6%
9: OC(COc1cc(Cl)c(Cl)cc1Cl)CN1CCN(c2ncccn2)CC1 (configuration not stated)
  -4.3	7.0	0.3%	-33.4%	2.1%	25.7	x	3.5	-10.7%	14.3%
10: CCC[n+]1c2ccccc2cc2ccccc21
  8.1	9.9	-9.7%	-64.6%[inhibitor]	-13.5%	-0.8	i	2.8	u	39.8µM*
11: CC(=O)c1cccc(NC(=O)N2CCCC2C(=O)Nc2c(C)cccc2C)c1 (configuration not stated)
  -2.4	-2.3	-0.3%	1.6%	1.8%	1.8	0.4%	2.0	-5.2%	3.1%
12: O=C(CSc1nncs1)Nc1nnc(-c2ccccc2)o1
  -7.7	11.4	4.1%	-17.8%	18.0%	4.9	2.5%	x	-9.1%	-2.2%
13: CC(C)(C)c1ccc(/C=C2\SC(=O)N(CCNC(=O)c3cccc(S(=O)(=O)N4CCOCC4)c3)C2=O)cc1
  0.9	-18.4	-0.1%	0.0%	8.1%	13.2	-13.8%	-5.6	-2.1%	-3.0%
14: O=C(COC(=O)c1ccc2c(c1)OCO2)NCc1ccc(Cl)cc1
  u	-4.3	3.4%	-18.0%	3.4%	-12.9	0.5%	2.0	0.3%	-2.6%
15: COc1ccc(CCNC(=O)c2cc(-c3cc(C)c(C)cc3O)n[nH]2)cc1OC
  -0.4	6.8	0.8%	-5.3%	12.1%	-1.8	-0.5%	0.1	-2.6%	2.7%
16: Cc1cc2nncn2c(Cc2ccccc2)n1
  -0.7	x	19.0%	-32.9%	11.6%	-14.8	-5.2%	-0.6	-10.2%	1.9%
17: Cc1nn(-c2cc(Cl)ccc2Cl)c(C)c1C(=O)O
  -2.3	8.0	2.1%	16.3%	0.4%	-5.4	-1.2%	-0.5	-1.3%	5.4%
18: Cc1c(C(=O)OCc2nnc(-c3ccccc3)o2)oc2ccccc12
  x	3.3	x	0.0%	x	-2.5	-9.6%	x	x	2.6%
19: NC(=O)C1CC(=O)N(c2ccc(OCC(=O)NCc3ccccc3)cc2)C1 (configuration not stated)
  -1.6	5.7	-3.4%	-13.5%	9.5%	-0.2	0.2%	1.9	-1.1%	3.0%
20: COCCCNC(=S)N/N=C/c1ccc(O)cc1
  -1.8	-6.1	x	u	0.1%	-2.9	13.9%	3.9	8.6%	0.4%
21: C=C1c2ccccc2NC(=S)N1Cc1ccc2c(c1)OCO2
  5.9	-1.1	-2.2%	15.5%	26.8%	-0.8	-2.2%	-1.7	0.0%	11.2%
22: COc1ccc(/C=C2\SC(=S)N(CC3CCCO3)C2=O)cc1 (configuration not stated)
  21.8	17.7	0.2%	-26.0%	-10.4%	-2.6	-20.1%	-3.3	10.6%	-14.4%
23: Nn1c(SCC(=O)Nc2ccc(F)cc2)nnc1C1CCCCC1
  0.3	3.2	-4.4%	-16.2%	15.0%	24.1	-0.1%	3.2	-0.8%	7.9%
24: O=C(O)COc1ccc(/C=N/NC(=O)/C(=C/C=C/c2ccccc2)NC(=O)c2ccccc2)cc1
  1.0	-14.7	3.2%	41.3%	-15.3%	-15.3	-0.6%	7.6	u	0.9%
25: Oc1ccc(CNCC2COc3ccccc3O2)cc1 (configuration not stated)
  16.4	6.1	-0.2%	6.2%	-5.0%	4.0	5.1%	2.4	12.2%	-0.3%
26: CCn1c(C(C)NC(=O)c2cccc(C)c2)n[nH]c1=S (configuration not stated)
  -1.4	0.7	-0.3%	10.2%	2.6%	-4.8	1.3%	0.2	7.3%	-7.0%
27: O=C(CN1CCN(CCC(=O)Nc2ccccc2F)CC1)Nc1ccc(F)cc1
  -2.6	u	-1.7%	6.3%	1.4%	u	-2.5%	2.1	-6.9%	3.5%
28: COc1ccccc1N1CCN(C(=O)COc2cccc3ccccc23)CC1
  0.2	-15.0	-3.7%	0.0%	1.2%	7.5	x	x	1.8%	4.3%
29: CCN(CC)S(=O)(=O)c1ccc2c(c1)nc(CCC(=O)Nc1ccc(N3CCOCC3)cc1)n2C
  1.3	-2.3	-0.5%	0.0%	6.6%	-2.8	17.9%	1.4	2.5%	0.0%
30: CN1[C@@H]2CC[C@H]1CC(OC(=O)c1c[nH]c3ccccc13)C2 (some centres not stated)
  x	2.3	x	x	x	32.6	0.0%	2.5	x	x

Looked up one by one from the list above:
Screens in order: TRPV1 ag	KCNH2 3.1 block	GALK inhibitor	a7 integrin act	CXXC DNA block	hERG WT inh	S-ASM inh	FBPA coupling cs	MBNL1-CUG inh	AT treatment
27: O=C(CN1CCN(CCC(=O)Nc2ccccc2F)CC1)Nc1ccc(F)cc1
  -2.6	u	-1.7%	6.3%	1.4%	u	-2.5%	2.1	-6.9%	3.5%
24: O=C(O)COc1ccc(/C=N/NC(=O)/C(=C/C=C/c2ccccc2)NC(=O)c2ccccc2)cc1
  1.0	-14.7	3.2%	41.3%	-15.3%	-15.3	-0.6%	7.6	u	0.9%
26: CCn1c(C(C)NC(=O)c2cccc(C)c2)n[nH]c1=S (configuration not stated)
  -1.4	0.7	-0.3%	10.2%	2.6%	-4.8	1.3%	0.2	7.3%	-7.0%

(next part)
Screens in order: TRPV1 ag	KCNH2 3.1 block	GALK inhibitor	a7 integrin act	CXXC DNA block	hERG WT inh	S-ASM inh	FBPA coupling cs	MBNL1-CUG inh	AT treatment
31: O=C(NCc1nc2ccccc2[nH]1)C1=C[C@@H](c2ccc(C(F)(F)F)cc2)C[C@@H](OCc2ccc(CO)cc2)O1
  x	-13.5	x	-39.1%[inhibitor]	x	1.7	-23.1%	x	x	x
32: CCCc1nc(SCc2ccccn2)c2c(=O)n(C)c(=O)n(C)c2n1
  x	-2.0	1.8%	14.5%	1.8%	-1.9	-1.1%	8.8	8.1%	0.1%
33: CC(NC(=O)c1ccco1)c1ccc(-n2ccnc2)cc1 (configuration not stated)
  5.1	-6.2	x	14.6%	x	5.3	5.5%	x	x	14.3%
34: C#CCOCCOCCOCCNc1nc(N2CCN(C(=O)[C@H]([C@@H](C)CC)n3cc([C@@H](N)CC(C)C)nn3)CC2)nc(N2CCN(C(=O)[C@H](Cc3cc4ccccc4[nH]3)n3cc([C@@H](N)CC(C)C)nn3)CC2)n1
  -7.8	x	-0.7%	x	42.2%	x	x	-0.4	-11.0%	-9.7%
35: O=C(O)C1=CC[C@@H](c2ccc(Cl)cc2)N(S(=O)(=O)c2ccc(Cl)cc2)C1
  -2.2	17.4	x	-10.7%	x	-10.1	12.4%	x	x	18.4%
36: COC(=O)Cn1c(O)c(N=NC(=O)CNC(=O)COc2cccc(C)c2)c2ccccc21
  -1.7	-7.7	0.9%	21.4%	-1.3%	0.2	-2.5%	5.1	u	0.3%

Assay outcomes as filed in PubChem BioAssay.
